miR-122 sensor = blocks miR-122 activity in Huh7 sensor cells; activation (reporter increase), % at 12.5 µM; AID 602342; Huh7 miR-122 Renilla luciferase sensor, 48 h; neutral wells = 0, positive control = 100; 0.3% of 340,000 active;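 active means mean replicate activation score at least 90 and every replicate individually at or above 90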;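 further: higher luciferase means less miR-122 activity so hits act as miR-122 inhibitors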
Numbers without * were called inactive. This is a subset, so the mix of outcomes need not match the whole.

nr	SMILES	miR-122 sensor
1	COc1ccccc1-n1cnnc1SCC(=O)Nc1cc(C(C)(C)C)nn1-c1ccccc1	5
2	Cn1c(=O)c2c(nc(Br)n2CCSc2nc3ccccc3o2)n(C)c1=O	-1
3	COC(=O)c1ccc(NC(=O)C(=O)N2CCCC2)cc1	-2
4	Cc1ccccc1N(CC(=O)NCCc1ccccc1)C(=O)c1ccc(N2CCCC2)nc1	9
5	Cc1cc(C)nc(SCC(=O)NCc2ccco2)n1	-3
6	Cn1cccc1/C=N/n1c(-c2ccccc2)n[nH]c1=S	-3
7	COc1ccc(OC)c(CNC(=O)C2CCCN(c3nc4ccccc4o3)C2)c1 (configuration not stated)	1
8	CCOc1cc(/C=N\NC(=O)c2ccc(NC(=O)C(C)(C)C)cc2)ccc1OC(=O)c1cccc(C)c1	-13
9	CCCCN(CC)CCNC(=O)CN1C(=O)COc2ccc(S(=O)(=O)N3CCCC3)cc21	-5
10	Cc1nc2ncnn2c(C)c1CCC(=O)N1CCc2ccccc2C1	4
11	Cc1nc(=O)c(-c2ccccc2)c(C)n1-c1ccccc1O	-2
12	CC(C)C(=O)Nc1cccc(C(=O)Nc2nncs2)c1	-3
13	COc1ccc(CNC(=O)C(c2ccncc2)N(C(=O)Cc2cccs2)c2ccc(C)cc2)cc1 (configuration not stated)	-4
14	CSc1nccc(-c2nn(-c3ccc(C)cc3)ccc2=O)n1	30
15	Cc1c(-c2nnc(-c3ccc(C(F)(F)F)cc3)o2)cnn1-c1ccccc1	-2
16	Cc1ccc(-n2c(CCC(=O)O)ccc2-c2cccs2)cc1C	4
17	COc1ccc(-c2cn3ccccc3n2)cc1OC	1
18	CCCC(=O)Nc1cccc(NC(=O)c2ccc(C)c([N+](=O)[O-])c2)c1	-1
19	O=C(CN1C(=O)NC2(CCCCCCC2)C1=O)NCc1ccc2c(c1)OCO2	-1
20	Cc1cc(NC(=O)CSc2nnc(Nc3ccccc3)s2)no1	-1
21	Cc1ccc(-c2nnn(CC(=O)N(c3ccccc3)C(C(=O)NC(C)(C)C)c3cccs3)n2)o1 (configuration not stated)	-8
22	N#Cc1cn(CCOc2ccccc2F)c2ccccc12	-5
23	Cc1ccc(S(=O)(=O)c2cccc(S(=O)(=O)N3CCCC3)c2)cc1S(=O)(=O)N1CCCC1	110*
24	Cc1c(O)nc(SC2CC(=O)N(c3ccccc3)C2=O)[nH]c1=O (configuration not stated)	-3
25	COc1ccccc1NC(=S)Nc1ccccc1F	6

3 compounds picked at random from the list so far:
nr	SMILES	miR-122 sensor
15	Cc1c(-c2nnc(-c3ccc(C(F)(F)F)cc3)o2)cnn1-c1ccccc1	-2
13	COc1ccc(CNC(=O)C(c2ccncc2)N(C(=O)Cc2cccs2)c2ccc(C)cc2)cc1 (configuration not stated)	-4
8	CCOc1cc(/C=N\NC(=O)c2ccc(NC(=O)C(C)(C)C)cc2)ccc1OC(=O)c1cccc(C)c1	-13

Part of the list above in order of molecular weight, ascending:
nr	SMILES	miR-122 sensor
5	Cc1cc(C)nc(SCC(=O)NCc2ccco2)n1	-3
6	Cn1cccc1/C=N/n1c(-c2ccccc2)n[nH]c1=S	-3
12	CC(C)C(=O)Nc1cccc(C(=O)Nc2nncs2)c1	-3
24	Cc1c(O)nc(SC2CC(=O)N(c3ccccc3)C2=O)[nH]c1=O (configuration not stated)	-3
20	Cc1cc(NC(=O)CSc2nnc(Nc3ccccc3)s2)no1	-1

Additional records.
nr	SMILES	miR-122 sensor
26	CC(C)(C)OC(=O)N1CCC(C(=O)N2CCC[C@H]2C(=O)O)CC1	2
27	O=C(C1CCCN(c2ncccn2)C1)N1CCc2ccccc21 (configuration not stated)	-2
28	N#Cc1c(NC(=O)CSc2ncnc3c2cnn3-c2ccccc2Cl)sc2c1CCCC2	6
29	COC(=O)CCC(=O)Nc1ccc(NC(=O)CCC(=O)OC)cc1	-2
30	O=C(O)CN1C(=O)CC(Cc2ccc(Cl)cc2)C1=O (configuration not stated)	-6
31	O=C(Oc1c(Cl)cc(Cl)c2cccnc12)c1cccs1	-14
32	Cc1sc(NC(=O)c2cc(-c3ccc(Cl)cc3)nc3ccccc23)c(C(N)=O)c1C	-2
33	COc1ccccc1N=C(C)C1=C(O)COC1=O	-7
34	O=C1CC(NCc2ccco2)C(=O)N1CCc1ccccc1 (configuration not stated)	-7
35	S=C(NCCN1CCOCC1)Nc1ccc(Cl)cc1	-4
36	CCCC(C(=O)NCc1ccco1)N(C(=O)CNS(=O)(=O)c1ccccc1)C1CCCC1 (configuration not stated)	6
37	CC1(C)Cc2ccccc2-c2nc(NCCCO)n(-c3ccccc3)c(=O)c21	-15
38	O=C(NCCc1ccccc1)NC1CCCCC1	-2
39	Cc1ccc(-c2cc(C(=O)Nc3nn[nH]n3)c3ccccc3n2)c(C)c1	2
40	COc1ccc2nc3oc(C(=O)N4CC(C)CC(C)C4)cc3cc2c1 (configuration not stated)	17
41	CCOC(=O)c1sc2nccc(N(C)C)c2c1N=CNOCc1ccccc1	-6
42	Cc1nn(Cc2ccc(Cl)cc2)c(C)c1NC(=O)c1cc(-c2ccc3c(c2)OCO3)on1	6
43	CC(C)NC(=O)Cn1c(SCC(=O)c2ccc(F)cc2)nc2ccccc21	5
44	COc1ccc(N2CCN(Cc3nc(N)nc(Nc4ccc(C)c(Cl)c4)n3)CC2)cc1	-11
45	O=C(N/N=C/c1ccc2ccccc2c1)c1ccc(COc2ccc3c(c2)CCC3)o1	-1
46	CC1Cc2ccccc2N1C(=O)COc1nc2ccccc2nc1N1CCOCC1 (configuration not stated)	4
47	COc1cccc(OC)c1C(=O)N1CCOCC1	-24
48	Cn1nc(C(=O)Nc2nc3ccc(S(C)(=O)=O)cc3s2)ccc1=O	-2
49	O=C(Nc1nc(-c2ccc(Cl)cc2)cs1)c1cccnc1	-11
50	CC(C)N1C(=O)C2C(C(=O)NC3CCCCC3)C3C=CC2(O3)C1C(=O)NC1CCCC1 (configuration not stated)	-2
51	Cc1ccc(C2NC(=O)NC(O)(C(F)(F)F)C2C(=O)c2cccs2)o1 (configuration not stated)	-5
52	COc1ccc(/C(O)=C2\C(=O)C(=O)N(c3cc(C)on3)C2c2ccccc2OC)cc1C (configuration not stated)	-2
53	Cc1cc2cc(C=O)c(Cl)nc2cc1C	-4
54	CCCn1c(SCC(N)=O)nnc1C(C)C	4
55	CCCn1c(N2CCN(CC(=O)c3c(C)n(C)c4ccccc34)CC2)nc2c1c(=O)[nH]c(=O)n2C	-3
56	CCOC(=O)C1CCN(S(=O)(=O)c2ccc(Br)c(OCC)c2)CC1	-10
57	Cc1cc(-c2cccc([N+](=O)[O-])c2)nc2ccc3ccccc3c12	6
58	CN(C)S(=O)(=O)c1cccc(C(=O)OCC(=O)Nc2ccccc2OC(F)F)c1	-1
59	COC(=O)c1c(NC(=O)c2cnccn2)sc2c1CCC2	3
60	C1=C(c2ccccc2)N2CCN=C2S1	7
61	CCOC(=O)c1sc2nc(N3CCOCC3)c3c(c2c1N)CCN(Cc1ccccc1)C3	2
62	Cc1nc(SCC(=O)c2cccc([N+](=O)[O-])c2)n[nH]1	5
63	Cc1sc2nc(C3CC3)nc(SCC(=O)N3c4ccccc4CC3C)c2c1C (configuration not stated)	2
64	Cc1cc(NC(=O)c2c(F)cccc2Cl)n(-c2nc3ccccc3[nH]2)n1	0
65	Cc1ccc(N2C(=O)CC2(C#N)c2ccc(OCc3ccccc3)cc2)cc1 (configuration not stated)	4
66	Cc1nc(NCc2ccccc2)[nH]c(=O)c1CCC(C)C	-6
67	CCc1ccc(NC(=O)[C@H](C)NC(=O)C2CCN(C(=O)[C@@H](N)Cc3ccccc3)CC2)cc1	6
68	COc1ccc(-c2cc(C(=O)N3CCN(c4ccccc4)CC3)no2)cc1OC	-6
69	COc1ccc(/C(C)=C2/SC(=S)N(CCC(=O)O)C2=O)cc1	-9
70	Cn1c(=O)oc2cc(S(=O)(=O)NCC3CCCO3)ccc21 (configuration not stated)	32
71	CCN(CC)S(=O)(=O)c1ccc(C)c(NC(=O)COc2ccc3c(C)cc(=O)oc3c2)c1	7
72	COc1ccc2c(c1OC)C(=O)N(c1cccc(C)c1)C2	2
73	NS(=O)(=O)c1ccc(NC(=O)N[C@@H](Cc2ccccc2)C(=O)O)cc1	-6
74	CCCCNC(=O)c1cccnc1SCC(=O)Nc1ccccc1OC	-2
75	O=C(O)CCCC(=O)Nc1cccc2cccnc12	-4

The closing 3 compounds of the section above open the next one.
nr	SMILES	miR-122 sensor
73	NS(=O)(=O)c1ccc(NC(=O)N[C@@H](Cc2ccccc2)C(=O)O)cc1	-6
74	CCCCNC(=O)c1cccnc1SCC(=O)Nc1ccccc1OC	-2
75	O=C(O)CCCC(=O)Nc1cccc2cccnc12	-4
76	Brc1ccccc1OCCCN1CCOCC1	-2
77	Cc1ccc(C(=O)COC(=O)CNC(=O)Cc2ccccc2)cc1[N+](=O)[O-]	3
78	Cc1cccc(-c2nc(CN3CCCC(C(=O)NC4CCCCCC4)C3)c(C)o2)c1 (configuration not stated)	-2
79	O=C(NNC(=O)C1CC2CCC1C2)c1ccccc1 (configuration not stated)	2
80	CNC(=O)c1ccccc1NC(=O)c1ccco1	1
81	c1c2c(cc3sc(N4CCCCC4)nc13)OCCO2	-2
82	COc1ccc(CCNC(=O)Cc2ccc(OCc3ccccc3)c(OC)c2[N+](=O)[O-])cc1OCc1ccccc1	0
83	COc1ccc(/C=N/n2c(=O)[nH]c3c([nH]c4ccc(Br)cc43)c2=O)cc1CN1CCOCC1	-3
84	O=C(Nc1cccc(C(F)(F)F)c1)C(Sc1ncnc2ccccc12)c1ccccc1 (configuration not stated)	9
85	Cc1cc(Cl)ccc1OCC(=O)Nc1ccccc1CO	-1
86	Cc1cccc(-c2nc(CSCC(=O)NCc3cccs3)c(C)o2)c1	2
87	CN(C(=S)Nc1ccc(F)cc1)C1(c2ccccc2Cl)CCCCC1=O (configuration not stated)	10
88	O=C(O)c1[nH]c2ccc(Cl)cc2c1CC(=O)N1CCN(C(=O)c2ccco2)CC1	-2
89	CC(C)(C)n1[nH]c2c3c(ccc2c1=O)C(=O)c1ccccc1C3=O	0
90	CN1CCCCCC1=Nc1ccccc1C#N	-4
91	CC1(C)CC(OC(=O)c2ccco2)CC(C)(C)N1O	-1
92	NC(=O)CSc1nc2c(sc3ccccc32)c(=O)n1CCCN1CCOCC1	-10
93	Cc1cc(Cl)ccc1N1C(=O)CC(NNC(=O)c2cccnc2)C1=O (configuration not stated)	-4
94	Cc1ccc(-n2c(SCC(=O)Nc3nccs3)nc3c(c2=O)SCC3)cc1	-1
95	Cn1nc(C(=O)NC2CCCCC2)c2ccccc2c1=O	-7
96	CC(=O)C1C(c2cccc([N+](=O)[O-])c2)C2C(C)=NN=C2CC1(C)O (configuration not stated)	3
97	CCNC(=O)NC1(C(=O)Nc2ccc3c(c2)OCCO3)CCCCC1	-15
98	C=CCn1c(COc2ccc3c(c2)CCCC3)nnc1SCC(=O)Nc1cccc(SC)c1	2
99	CCCS(=O)(=O)NC(=O)C1(C)CCN(C(=O)c2ccccc2C(F)(F)F)C1 (configuration not stated)	-1
100	CCCc1nnc(NC(=O)Cn2c(=O)oc3cc(Br)ccc32)s1	6
101	CCCc1nc(SCC(=O)Nc2ccc(S(=O)(=O)N(C)C)cc2)c2ccccc2n1	-2
102	COc1ccc(C2=NOC(C(=O)Nc3ccc(C(C)=O)cc3)C2)cc1OC (configuration not stated)	-2
103	CCOC(=O)c1nn(-c2ccccc2C)c2nc(CC(C)C)c(C#N)c(=O)n12	-8
104	CCN(CC)CCN1C(=O)c2ccccc2NC1c1cccc(F)c1 (configuration not stated)	2
105	O=C(COc1ccccc1)NCc1ccccc1	-5
106	COc1cccc(-c2nn3c(-c4ccccn4)nnc3s2)c1	-18
107	CCC(C)NCCCOc1cc(Cl)ccc1Cl (configuration not stated)	5
108	O=C(NC1CCCCC1)C(c1ccccc1)N1CCCC1 (configuration not stated)	2
109	Cc1ccc(S(=O)(=O)NNC(=S)NC(=O)c2ccc([N+](=O)[O-])cc2)cc1	-7
110	CCCNC(=O)c1cc2c3ccccc3n(C)c2s1	3
111	CCCCOC(=O)CSC1=C(C#N)C(c2ccc3c(c2)OCO3)CC(=O)N1 (configuration not stated)	7
112	Cc1ccc(N/C=C/C(=O)c2sc(-c3ccccc3)nc2C)cc1	8
113	C=CCOC(=O)C1=C(C)NC(SCC(N)=O)=C(C#N)C1c1cccs1 (configuration not stated)	-6
114	Cc1cc(N2CCN(Cc3ccc4c(c3)OCO4)CC2)n2ncnc2n1	-5
115	NC(=O)C1(N2CCCCC2)CCN(Cc2ccccc2Cl)CC1	4
116	FC(F)(F)c1cccc(CON=C2CCN(c3ncc(C(F)(F)F)cc3Cl)CC2)c1	6
117	CCOC(=O)CC1=C(C(=O)OCC)C(c2ccc(OC)cc2OC)C(C#N)=C(N)O1 (configuration not stated)	-5
118	CCCCc1ccc(N2C(=O)[C@@H]3C(CC(N)=O)NC4(C(=O)Nc5ccc(F)cc54)[C@@H]3C2=O)cc1 (some centres not stated)	-6
119	CC(=O)N1CCC(=NNC(=O)c2cccs2)CC1	-1
120	CCC1CCCCN1S(=O)(=O)c1ccc2c(c1)CCN2C(=O)C1CCC1 (configuration not stated)	18
121	COc1cc2c(cc1NC(=O)C(C)Sc1ccc(NC(C)=O)cc1)oc1ccccc12 (configuration not stated)	11
122	O=C(OCC(=O)c1ccccc1Cl)c1cnccn1	-9
123	C=CCc1ccccc1OCC(=O)N/N=C/c1ccc(OC(C)=O)cc1OC(C)=O	5
124	Cc1cc(=O)[nH]c(SCCOc2ccc3c(c2)CCC3)n1	-2
125	CCOC(=O)Cc1csc(NC(=O)CSc2nc3sc(C(=O)O)c(C)c3c(=O)[nH]2)n1	-2

Further records follow.
nr	SMILES	miR-122 sensor
126	O=C(Nn1cnnc1)c1ccccc1CCc1ccccc1	-1
127	C=CCOc1ccc(CNc2nn[nH]n2)cc1OC	1
128	O=C(O)CC(c1ccc(Cl)cc1)N1C(=O)CCC1=O (configuration not stated)	10
129	Cc1ccc(CCNC(=O)CCNS(=O)(=O)c2ccc3c(c2)c(=O)n(C)c(=O)n3C)cc1	-3
130	COc1cc(C(=O)N2CCN(C(=O)c3ccco3)CC2)cc(OC)c1OC	-10

Source: PubChem BioAssay
